Screening data from PubChem BioAssay.
Xi reactivation: activators of inactive X chromosome reactivation, primary screen, imaging, XiGFP fibroblasts, GFP high-content imaging, set 2. 0.055% of 360,000 active. activation, % at 7.58 µM. XiGFP mouse fibroblasts, % GFP-positive cells imaging, 3 d; cells co-treated with 5-aza-dC sensitizer; scaled so ellipticine positive control = 100%. AID 743238, 2013;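 active = mean normalized replicate activation at least 10% and every replicate at or above 10%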;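 note: 0% = median of on-plate neutral control wells and 100% = ellipticine 6 µM median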
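Material: XiGFP fibroblasts, SV40-immortalized. Buffer or medium: DMEM plus 5-aza-dC sensitizer. Compound: single concentration per compound, delivered by pin transfer. Times: 3 days compound exposure. Controls: ellipticine 6 µM.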
LGR2 antag: inhibitors of bursicon-induced LGR2 CRE-luciferase signal, primary screen, cell-based, HEK293, CRE-luciferase reporter, bursicon stimulation | Drosophila bursicon receptor LGR2 (rickets) | 0.35% of 380,000 active | bursicon-stimulated, 4 h | inhibition, % at 9.99 µM;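 active = drop in luminescence signal, shown as inhibition above about 50% in the replicate tests, limit read from the data, passing the limit was not always enough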;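 note: agonist challenge used bursicon conditioned medium at about half maximal strength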
S100A4 MyoIIA: inhibitors of S100A4-myosin IIA peptide binding, primary screen, biochemical, fluorescence polarization, TAMRA-MyoIIA peptide | 0.14% of 360,000 active | inhibition, % at 10.7 µM;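 active = mean inhibition of at least 70% across replicates, with every replicate also reaching that level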
Target sequence (P26447 whole entry, looked up): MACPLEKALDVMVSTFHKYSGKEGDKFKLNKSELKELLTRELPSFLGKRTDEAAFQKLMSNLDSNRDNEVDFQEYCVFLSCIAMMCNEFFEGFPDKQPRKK
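System – human S100A4 monomer protein, biochemical binding assay · Buffer or medium – Calcium-containing HEPES buffer, pH 7.2 · Timing – 5 min between mix addition and reading · Also added – TAMRA-labelled myosin IIA heavy-chain peptide probe, 5 nM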
PGC1a acetyl inh: inhibitors of PGC1a acetylation signal, primary screen, cell-based, U2OS, AlphaScreen, inhibitor mode; AID 651687, 2012; AlphaScreen anti-acetyl-lysine; with virally co-expressed GCN5 acetyltransferase; inhibition, % at 15.6 µM; 0.17% of 350,000 active;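 active = every replicate shows inhibition of at least 40%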;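 note: 0% = neutral control wells and 100% = positive control wells; some results beyond the cut were filed as inactive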
SIRT5 inh: SIRT5 desuccinylase inhibitors, primary screen, biochemical, fluorescence imaging, single point, set 5 | 1.1% of 330,000 active | NAD-dependent protein deacylase sirtuin-5, mitochondrial (Homo sapiens), Q9NXA8 | inhibition, % at 15 µM | Purified SirT5, succinyl-peptide AMC, trypsin-coupled fluorescence; in the data active = inhibition above about 15%
Target sequence (Q9NXA8 whole entry, looked up): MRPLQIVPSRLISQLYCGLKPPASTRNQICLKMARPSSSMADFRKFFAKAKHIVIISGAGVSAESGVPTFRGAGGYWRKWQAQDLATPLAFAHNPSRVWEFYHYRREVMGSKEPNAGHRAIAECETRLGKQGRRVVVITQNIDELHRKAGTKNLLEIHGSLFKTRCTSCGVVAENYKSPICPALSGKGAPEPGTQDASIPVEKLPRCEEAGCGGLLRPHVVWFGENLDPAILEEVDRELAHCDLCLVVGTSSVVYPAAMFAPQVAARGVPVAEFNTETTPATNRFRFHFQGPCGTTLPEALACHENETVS
Cneo AK release: Cryptococcus neoformans cell lysis inducers, primary screen, AK release luminescence, single concentration. C. neoformans lysis, adenylate kinase release luminescence, 4 h; normalised: neutral wells 0, clomiphene wells 100. lysis activity, % at 15 µM. 0.2% of 360,000 active. AID 651654, 2012;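 active = mean lysis activity across replicates of at least 80%, whatever share of replicates individually reach that level; inactive = mean lysis activity below 80%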
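Material: C. neoformans cells; Schedule: 4 h static compound exposure, 37 °C, read 1 h post-reagent; Measured by: adenylate kinase release luminescence; Read-out: signal increase indicating cell lysis; Controls: Clomiphene as positive lysis control.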
ERAP1 inh: human ERAP1 aminopeptidase inhibitors, primary screen, biochemical, single point, plate reader. Endoplasmic reticulum aminopeptidase 1 (Homo sapiens), Q9NZ08. inhibition, % at 10.7 µM. recombinant ERAP1, Leu-AMC fluorescence, 60 min. 0.15% of 340,000 active. AID 652197, 2013;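 active = mean replicate inhibition of at least 30%, or all replicates individually reaching that 30% level; inactive = mean below 30% and not every replicate reaching it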;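 note: 0% = neutral control wells and 100% = L-leucinethiol positive control wells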
C2C12 statin: suppressors of statin myotoxicity in C2C12 myotubes, primary screen, cell-based, single point, plate reader. rescue of ATP level, % at 7.49 µM. C2C12 myotubes + simvastatin, ATP luminescence, 48 h; scaled: DMSO 0, geranylgeraniol control 100. 0.78% of 330,000 active;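 active = mean ATP rescue above about 67%, or every replicate alone reaching that limit, limit read from the data, passing the limit was not always enough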;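 note: myotubes were challenged with 10 µM simvastatin during compound exposure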
The depositor's hits bear a star; . = not tested or not shown; & = joins results of further samples.

| Molecule | Xi reactivation | LGR2 antag | S100A4 MyoIIA | PGC1a acetyl inh | SIRT5 inh | Cneo AK release | ERAP1 inh | C2C12 statin |
| --- | --- | --- | --- | --- | --- | --- | --- | --- |
| CC1=NN(C2=NS(=O)(=O)c3ccccc32)C(C)(O)C1 (configuration not stated) | 0.2 | 4 | -1 | 8 | -4 | 0 | -1 | -4 |
| O=[N+]([O-])c1ccc(N(c2ccccc2)c2ccccc2)cc1 | . | 10 | . | -12 | . | 0 | . | -45 |
| O=C(N/N=C/c1cn(-c2ccccc2)nc1-c1cccnc1)c1ccccc1 | 0.0 | 15 | -2 | . | 4 | . | 7 | . |
| Nc1nonc1-n1nnc(C(=O)N/N=C/c2ccc(OCc3ccc(F)cc3)cc2)c1COc1ccccc1 | 0.0 | -41 | -2 | 4 | -6 | -7 | -2 | -21 |
| CNC[C@H]1OCCCC[C@H](C)Oc2ccc(N(C)C)cc2C(=O)N([C@H](C)CO)C[C@H]1C | -0.5 | 5 | 6 | -1 | -2 | 2 | -4 | 12 |
| COc1ccc(NC(=O)CSc2nc3ccccc3c(=O)n2CCCO)cn1 | 0.0 | -14 | 0 | 17 | 5 | 1 | -4 | 13 |
| COc1ccc(NC(=O)Nc2ccc3c(c2)[C@@H]2C[C@@H](CC(=O)NCC4CC4)O[C@H](CO)[C@@H]2O3)cc1 | 0.2 | 6 | 8 | -11 | -4 | -3 | 1 | -2 |
| COc1ccc2c(c1)OC(=O)CC2c1ccccc1OC (configuration not stated) | -0.1 | 0 | 5 | . | -6 | -1 | . | 5 |
| CCC1Nc2ncnc(N3CCCCC3)c2N(Cc2ccc(C)cc2)C1=O (configuration not stated) | 0.0&0.0 | -9&9 | 5&1 | 0&-2 | 1 | 2&0 | 0 | 3&4 |
| COCC(=O)N1C[C@@H](C)[C@H](OC)CN(C)C(=O)c2cc(NC(=O)c3ccccc3)ccc2OC[C@H]1C | 0.4 | 0 | -1 | 4 | . | 60 | -5 | -2 |
| CCCNC(=O)c1cc(C2CCCN(C(=O)c3ccc4ccccc4c3)C2)on1 (configuration not stated) | 0.0 | 3 | -3 | -3 | . | -1 | 3 | -8 |
| C=CCNC(=S)NNC(=O)c1cc(-c2cccnc2)nc2ccccc12 | 0.3 | 10 | -3 | 3 | 0 | -2 | 2 | . |
| c1ccc(CN=C2Nc3ccccc3CS2)nc1 | 0.1 | -37 | 0 | -4 | -6 | . | 8 | . |
| CC(=O)Nc1ccc(NC(=O)COC(=O)CCCc2c[nH]c3ccccc23)cc1 | 0.0 | 6 | -2 | -21 | -3 | -1 | 1 | 5 |
| O=C(CC(C(=O)O)c1ccc(Cl)cc1)c1ccccc1 (configuration not stated) | 0.2 | 4 | -4 | 2 | -1 | -3 | -2 | -5 |
| O=C([C@H]1[C@H](CO)[C@H]2Cn3c(cccc3=O)[C@H]2N1CCC(F)(F)F)N1CCCCC1 | 0.7 | 6 | 3 | . | 10 | 93* | -3 | -11 |
| O=[N+]([O-])c1ccc(N=Cc2ccc(Br)c([N+](=O)[O-])c2)cc1 | 0.0 | -9 | -3 | . | -4 | . | 2 | . |
| COC(=O)c1ccccc1C(=O)N1CCCC(CCC(=O)NCc2ccc(F)c(F)c2)C1 (configuration not stated) | 0.5 | -5 | 3 | -13 | -9 | 0 | 15 | 6 |
| Cc1ccc(NC(=O)CN2C(=O)NC3(CCCC3)C2=O)cc1S(=O)(=O)N1CCCCC1 | 0.1 | -7 | -5 | -3 | 0 | 0 | 0 | -3 |
| O=C(Nc1cccc(F)c1)/C(=C\c1cccnc1)NC(=O)c1ccco1 | 0.0 | . | 0 | . | -3 | . | -3 | . |
| CC(=O)N(C)C[C@H]1Oc2cc(-c3cncnc3)ccc2S(=O)(=O)N([C@H](C)CO)C[C@H]1C | -0.5 | -2 | 17 | 8 | -8 | -1 | -1 | -8 |
| CC(=O)Nc1ccc(S(=O)(=O)N(CC(=O)Nc2cc(C)on2)Cc2ccc(F)cc2)cc1 | 0.1 | -1 | 5 | . | -1 | . | . | . |
| CCNC(=O)[C@H]1[C@H](CO)[C@H]2Cn3c(ccc(-c4cccc(F)c4)c3=O)[C@@H]1N2C(=O)c1ccccn1 | 1.0 | 17 | 3 | . | 1 | -1 | -2 | -20 |
| COc1cc(/C=C(\C#N)C(=O)Nc2ccccc2F)ccc1OCCN1CCOCC1 | 0.2 | 5 | 2 | -9 | -2 | 0 | 4 | . |
| O=C(c1ccc(-c2ccccc2)cc1)C1CCCN(C(=O)c2cncs2)C1 (configuration not stated) | 0.1 | 20 | -42 | -2 | 0 | -2 | 2 | -9 |
| CC(OC(=O)/C=C/c1ccco1)C(=O)Nc1cccc([N+](=O)[O-])c1 (configuration not stated) | 0.0 | . | -7 | . | 2 | . | -6 | . |
| CCCCN(C(=O)c1cc(S(=O)(=O)N2CCOCC2)ccc1N1CCOCC1)c1ccccc1 | -0.2 | -1 | -18 | 0 | . | -1 | 9 | 3 |
| C[C@@H]1CN([C@H](C)CO)C(=O)Cc2cc(NC(=O)Cn3cnnn3)ccc2O[C@H]1CN(C)Cc1ccc2c(c1)OCO2 | -1.1 | -4 | 0 | -6 | 0 | -3 | -2 | 31 |
| C[C@H]1CN([C@@H](C)CO)C(=O)c2cc(NC(=O)Nc3ccc(F)cc3)ccc2O[C@@H]1CN(C)S(=O)(=O)c1ccc(Cl)cc1 | 0.1 | -2 | -3 | 2 | 1 | -2 | 3 | -24 |
| O=C(/C=C/c1ccc(Br)o1)NCc1ccccc1 | 0.0 | -2 | 0 | 6 | 0 | . | 3 | 5 |
| C[C@@H](OC(=O)c1[nH]cnc1C(=O)N1CCc2ccccc2C1)c1ccccc1 | 0.8 | . | 0 | 1 | -1 | -1 | 4 | 13 |
| COc1cc(C[C@@H](C)[C@@H](C)Cc2ccc(O)c(OC)c2)ccc1O | -0.6 | 17 | -2 | -14 | . | -4 | -1 | -14 |
| CCN(CC)S(=O)(=O)c1ccc(C(=O)Nc2ccc(C(F)(F)F)n(C)c2=O)cc1 | 0.5 | 2 | 1 | . | -3 | 4 | 1 | -9 |
| C[C@H](CO)N1C[C@H](C)[C@@H](CN(C)S(=O)(=O)c2ccc(Cl)cc2)Oc2ccc(NC(=O)Cc3cn(C)c4ccccc34)cc2CC1=O | -0.1 | -1 | . | -22 | . | . | . | 49 |
| COc1ccc(NC(=O)c2cc(C3CCCCN3C(=O)c3ccc(Cl)cc3)on2)c(C)c1 (configuration not stated) | 0.2 | 13 | -3 | -17 | 0 | -3 | 0 | 5 |
| COc1cccc(/C=C/c2nc(S(=O)(=O)c3ccccc3)c(N3CCC(C(N)=O)CC3)o2)c1 | -0.1 | -3 | 5 | 5 | -2 | -1 | 14 | 5 |
| C[C@H]1CN([C@@H](C)CO)C(=O)c2c(c3ccccc3n2C)-c2ccccc2CO[C@H]1CN(C)C(=O)Nc1ccccc1 | 0.0 | 6 | 23 | 2 | 13 | -1 | -3 | 14 |
| COc1cc(NC(=O)CCC(=O)OCCCC(F)(F)C(F)(F)F)nc(OC)n1 | 0.1 | -2 | 2 | . | -1 | . | -1 | . |
| Cc1nc2ccccn2c(=O)c1NC(=O)c1ccc(Br)o1 | -0.1 | 6 | 2 | -1 | . | -1 | 7 | -7 |
| Cc1cc(NS(=O)(=O)c2c(C)c(C)cc(C)c2C)no1 | 0.1 | 20 | -8 | . | -2 | 6 | -3 | 5 |
| Cc1cc2occ(CC(=O)N(C)CC(=O)Nc3ccccc3Br)c2cc1C | 0.1 | -7 | -12 | . | -2 | 1 | -3 | 2 |
| CN(C)C(=O)c1ccc(-c2ccccc2[C@@H]2[C@@H](CO)N(C(=O)C3CC3)[C@H]2C#N)cc1 | 0.0 | -6 | 4 | 0 | 2 | . | 1 | . |
| NC(=S)N1CCCc2ccccc21 | 0.0 | 14 | 1 | . | -4 | . | . | . |
| Cn1c(-c2cnn(-c3ccccc3)c2-n2cccc2)n[nH]c1=S | 0.1 | 32 | 4 | 7 | -4 | . | -2 | . |
| O=C(c1ccc(-n2cncn2)c([N+](=O)[O-])c1)N1CCN(S(=O)(=O)c2ccc(Br)cc2)CC1 | 0.3 | -2 | 25 | . | 0 | 0 | 2 | -10 |
| O=C(C[C@@H]1C=C[C@@H](NC(=O)Nc2ccccc2F)[C@H](CO)O1)NCc1ccc(-c2ccccc2)cc1 | 0.5 | 11 | 21 | 3 | -2 | 18 | -1 | -7 |
| C=CCNC(=S)N/N=C(\C)c1cccnc1 | 0.1 | 1 | 4 | . | -6 | . | 5 | . |
| CC(OC(=O)c1cccc(S(=O)(=O)N2CCCC2)c1)C(=O)NC1CCCCC1C (configuration not stated) | 0.3 | 11 | 1 | -2 | 0 | . | -5 | . |
| O=C(CN1C(=O)CCC1=O)NC(=O)NC1CCCC1 | -0.2 | 3 | -5 | -1 | -2 | -9 | 2 | 5 |

Of the compounds above, these contain an aryl methoxy group.
| Molecule | Xi reactivation | LGR2 antag | S100A4 MyoIIA | PGC1a acetyl inh | SIRT5 inh | Cneo AK release | ERAP1 inh | C2C12 statin |
| --- | --- | --- | --- | --- | --- | --- | --- | --- |
| COc1ccc(NC(=O)CSc2nc3ccccc3c(=O)n2CCCO)cn1 | 0.0 | -14 | 0 | 17 | 5 | 1 | -4 | 13 |
| COc1ccc(NC(=O)Nc2ccc3c(c2)[C@@H]2C[C@@H](CC(=O)NCC4CC4)O[C@H](CO)[C@@H]2O3)cc1 | 0.2 | 6 | 8 | -11 | -4 | -3 | 1 | -2 |
| COc1ccc2c(c1)OC(=O)CC2c1ccccc1OC (configuration not stated) | -0.1 | 0 | 5 | . | -6 | -1 | . | 5 |
| COc1cc(/C=C(\C#N)C(=O)Nc2ccccc2F)ccc1OCCN1CCOCC1 | 0.2 | 5 | 2 | -9 | -2 | 0 | 4 | . |
| COc1cc(C[C@@H](C)[C@@H](C)Cc2ccc(O)c(OC)c2)ccc1O | -0.6 | 17 | -2 | -14 | . | -4 | -1 | -14 |
| COc1ccc(NC(=O)c2cc(C3CCCCN3C(=O)c3ccc(Cl)cc3)on2)c(C)c1 (configuration not stated) | 0.2 | 13 | -3 | -17 | 0 | -3 | 0 | 5 |
| COc1cccc(/C=C/c2nc(S(=O)(=O)c3ccccc3)c(N3CCC(C(N)=O)CC3)o2)c1 | -0.1 | -3 | 5 | 5 | -2 | -1 | 14 | 5 |
| COc1cc(NC(=O)CCC(=O)OCCCC(F)(F)C(F)(F)F)nc(OC)n1 | 0.1 | -2 | 2 | . | -1 | . | -1 | . |

The list is partial. The share of hits here may be higher or lower than overall.
